Bioassay records deposited in PubChem by several laboratories.
AP ELISA ortho: alternative complement pathway inhibitors, primary screen, biochemical, ELISA, human serum, orthogonally pooled compounds; AID 1235, 2008; 62,000 compounds, 0.08% hits; inhibition, % at 5 µM; LPS-coated ELISA, C3 deposition; tested in compound mixtures;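 active means inhibition above 30% in each of the two pooled mixtures holding the compound, so the lower value exceeds 30%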;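 further: 0% = serum in Mg-EGTA without compound and 100% = EDTA serum blank; some compounds past the cut are filed as inactive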
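Medium: diluted human serum in Mg2+-EGTA GVB++. Assay system: human serum complement alternative pathway, C3 deposition onto LPS. Also added: Plate-bound LPS. Technique: Anti-C3 ELISA, OD 450 nm. Measure: percent inhibition. Incubation: 1 h at 37 °C. Dosing: 5 µM each compound, pools of ten, 50 µM per pool.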
S1P3 agonist: human S1P3 receptor agonists, primary screen, cell-based, primary and confirmation, NFAT-BLA reporter; Sphingosine 1-phosphate receptor 3 (Homo sapiens), Q99500; S1P3 NFAT-BLA reporter cells, agonism, FRET ratio; relative to 1 µM S1P, basal subtracted; activation, % at 4.5 µM; 60,000 compounds, 0.1% hits; AID 373, 2006;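 active means activation above the screen-wide mean plus 3 SD, cut at about 4.5% in these data, passing the limit was not always enough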; further: some compounds called inactive have numbers as strong as hits
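Assay system: stable CHO line with human S1P3, Gα16, NFAT-BLA reporter; Detection: FRET β-lactamase substrate fluorescence, excitation 405 nm, 460/535 nm emission ratio, background-subtracted; Read-out: percent activation versus median 1 µM S1P response, basal-subtracted, per plate; Incubation: cells plated overnight, compound 4 h 37 °C, substrate 2 h RT.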
RORA act: activators of orphan receptor RORA, primary screen, cell-based, luminescence; AID 560, 2006; 65,000 compounds, 1.5% hits; Nuclear receptor ROR-alpha (Homo sapiens), P35398; CHO-K1 Gal4-RORA LBD luciferase reporter; percent increase over mock-subtracted basal signal; activation, % at 10 µM;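 active means activation above the mean of all tested compounds plus 3 SD, cut at about 49% in these data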;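 further: 0% = DMSO-treated RORA cells and 100% = added signal equal to DMSO minus mock-transfected cells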
HTR1E antagonist: 5-HT1E receptor antagonists, primary screen, cell-based, HTS. 5-hydroxytryptamine receptor 1E (Homo sapiens), P28566. CHO 5-HT1E Ga15 NFAT-bla reporter, FRET, antagonist. inhibition, % at 6 µM. 65,000 compounds, 0.99% hits. AID 571, 2007;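 active means inhibition above a set limit, the mean inhibition across every tested compound plus 3 SD, cut at about 29% in these data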;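 further: signal is the 460 over 535 nm emission ratio of beta-lactamase substrate; 0% = agonist plus DMSO wells and 100% = wells without agonist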
SF1 activator: activators of human SF-1, primary screen, cell-based, CHO-K1, Gal4-SF-1 LBD, luciferase luminescence | Steroidogenic factor 1 (Homo sapiens), Q13285 | CHO-K1 Gal4-SF-1 LBD luciferase reporter; % increase over DMSO SF-1-specific signal | activation, % at 10 µM | 65,000 compounds, 1.9% hits;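 active means activation above the mean activation of all tested compounds plus 3 SD, cut at about 50% in these data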
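Assay system – CHO-K1 cells with Gal4–hSF-1 LBD chimera plus Gal4-driven luciferase · Quantity – 4,000 cells per well · Times – compound added 1 h post-seeding, 20 h exposure at 37 °C, 5% CO2 · Measured by – luciferase light emission · Benchmarks – DMSO and mock-transfected background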
5HT1a antag: human 5-HT1a receptor antagonists, primary screen, cell-based, CHO, Ga15 NFAT-bla reporter | 5-hydroxytryptamine receptor 1A (Homo sapiens), P08908 | CHO 5-HT1a Ga15 NFAT-bla reporter, antagonist mode | inhibition, % at 10 µM | 62,000 compounds, 0.68% hits | AID 612, 2007;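 active means inhibition above the mean of all tested compounds plus 3 SD, cut at about 43% in these data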;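 further: receptor stimulated by 5-CT agonist at 100 nM near EC80; beta-lactamase reporter measured by ratiometric fluorescence of a cleavable substrate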
Target sequence (P08908 whole entry, looked up): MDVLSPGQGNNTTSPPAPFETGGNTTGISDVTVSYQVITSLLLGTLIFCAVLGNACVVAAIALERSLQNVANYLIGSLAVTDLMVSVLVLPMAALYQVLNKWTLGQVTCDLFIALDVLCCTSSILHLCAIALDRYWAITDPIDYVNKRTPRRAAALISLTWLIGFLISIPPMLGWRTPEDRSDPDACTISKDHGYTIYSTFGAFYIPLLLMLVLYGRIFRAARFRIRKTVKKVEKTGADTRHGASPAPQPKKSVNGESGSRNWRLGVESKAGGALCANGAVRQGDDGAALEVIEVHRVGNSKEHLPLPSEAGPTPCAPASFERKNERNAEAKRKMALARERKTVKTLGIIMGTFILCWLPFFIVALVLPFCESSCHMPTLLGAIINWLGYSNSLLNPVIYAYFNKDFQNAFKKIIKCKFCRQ
HTR1E agonist: 5-HT1E receptor agonists, primary screen, cell-based, HTS | CHO 5-HT1E Ga15 NFAT-bla reporter, FRET; 0% DMSO wells, 100% control agonist wells | activation, % at 6 µM | 65,000 compounds, 0.69% hits | AID 574, 2007;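 active means activation above a set limit, the screen-wide mean activation plus 3 SD, cut at about 8.5% in these data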;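 further: 100% = positive control agonist at 1 µM giving full maximal response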
Ecoli tolC: growth inhibitors of E. coli tolC mutant, primary screen, strain BW25113 ΔtolC::kan, 384-well. OD615. growth inhibition, % at 10 µM (by protocol). 65,000 compounds, 2.2% hits. AID 573, 2007;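 active means growth inhibition at or above a cutoff equal to the mean over every tested compound plus 3 SD, cut at about 60% in these data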;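 further: growth measured after 20 h incubation at 37 °C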
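Test system: E. coli BW25113 ΔtolC::kan bacteria | Medium: Kanamycin-containing LB broth (50 µg/mL) | Dosing: One dose of 10 µM final | Times: 20 h incubation with compound, 37 °C | Detection: Optical density read at 615 nm | Read-out basis: Percent growth inhibition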
S1P1 ag-PAM: S1P1 agonists and agonism potentiators, primary screen, cell-based, primary and confirmation screens, CRE-bla reporter; 56,000 compounds, 0.57% hits; Sphingosine 1-phosphate receptor 1 (Homo sapiens), P21453; S1P1 CRE-bla cells, forskolin, beta-lactamase FRET, potentiator mode; S1P1 agonist co-added at EC20, 2 nM; 100% = saturating reference agonist, 0% = basal; activation, % at 9.5 µM; AID 449, 2006;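 active means activation above a cutoff set at the mean activation of all tested compounds plus 3 SD, cut at about 54% in these data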;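 further: forskolin at 4 µM as EC80 and the EC20 agonist is SEW2871; 100% = SEW2871 at its EC100 plus forskolin at EC80; some compounds past the cut are filed as inactive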
Target sequence (P21453 whole entry, looked up): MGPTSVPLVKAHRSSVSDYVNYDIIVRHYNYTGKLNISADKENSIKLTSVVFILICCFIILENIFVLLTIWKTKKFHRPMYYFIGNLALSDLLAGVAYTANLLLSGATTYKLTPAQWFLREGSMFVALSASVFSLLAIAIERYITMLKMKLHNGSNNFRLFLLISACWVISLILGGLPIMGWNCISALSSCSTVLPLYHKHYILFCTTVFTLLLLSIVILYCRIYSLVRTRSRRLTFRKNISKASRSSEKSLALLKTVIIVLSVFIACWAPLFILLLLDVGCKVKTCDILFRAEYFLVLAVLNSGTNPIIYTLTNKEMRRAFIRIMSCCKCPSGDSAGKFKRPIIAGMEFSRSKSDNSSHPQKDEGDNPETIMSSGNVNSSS
Numbers without * were called inactive; . = no result given.

SMILES | AP ELISA ortho | S1P3 agonist | RORA act | HTR1E antagonist | SF1 activator | 5HT1a antag | HTR1E agonist | Ecoli tolC | S1P1 ag-PAM
COCCn1nnnc1C(C(C)C)N1CCC(Cc2ccccc2)CC1 (centres undefined) | 7 | -0.4 | -14 | 10 | -17 | 7 | -0.7 | 38 | 16
COc1ccc(C(CC(=O)O)NC(=O)COc2ccccc2)cc1 (centres undefined) | 2 | 0.2 | 17 | 4 | -9 | 4 | 0.0 | -21 | 0
C[C@@H]1C[C@H](O)c2cc(Cl)ccc2N1 | -3 | 0.6 | -11 | 0 | 8 | -2 | 1.1 | -9 | 9
COC(=O)C1=C(CN2CCc3ccccc32)NC(=O)NC1c1cc(C)ccc1C (centres undefined) | 7 | -0.1 | -4 | -11 | -4 | -17 | 0.4 | 45 | .
Cc1nn(-c2ccccc2)c2c1C(c1c(C)[nH]c(C#N)c1C)C(C#N)=C(N)O2 (centres undefined) | -12 | -0.7 | -7 | -4 | -16 | 0 | -1.1 | -13 | 5
O=C1c2ccccc2C(=O)N1OCCOCCOCCON1C(=O)c2ccccc2C1=O | 24 | -0.7 | 8 | -2 | -7 | 6 | 0.5 | -4 | -21
CC1CCN(C(=O)CSc2nc(N)cc(N)n2)CC1 | 14 | 0.1 | -18 | -2 | 7 | -12 | 0.8 | -5 | -21
O=C(Cn1c(=O)oc2ccccc21)N1CCN(c2ccccc2)CC1 | -4 | 0.1 | -7 | 7 | -3 | 4 | -0.1 | -3 | -4
CC(=O)Nc1ccc(NC(=O)CNS(=O)(=O)c2ccc(C)cc2)cc1 | -4 | -1.0 | 3 | 3 | 24 | -19 | -0.3 | -10 | -10
CN(C)c1nc2n(c(=O)n1)C(C#N)CS2 (centres undefined) | . | -3.9 | 1 | -1 | 2 | . | -0.5 | -4 | 5
COc1ccccc1-c1noc(-c2cc(OC)c(OC)c(OC)c2)n1 | 18 | -0.1 | 34 | 16 | -3 | 5 | 0.6 | 2 | -50
O=C(CSc1nnc(-c2ccncc2)n1CC1CCCO1)NCc1ccccc1 (centres undefined) | -20 | -1.1 | 17 | 12 | 3 | 13 | -0.3 | -7 | 9
COCCOC(=O)C1=C(N)OC2=C(C(=O)CCC2)C1c1cccnc1 (centres undefined) | -7 | . | 14 | 1 | -17 | -14 | -0.4 | -18 | .
COC(=O)c1ccc(COC(=O)c2ccc(-n3cnnn3)cc2)o1 | 9 | -1.0 | 13 | 25 | 22 | 14 | -0.5 | -7 | 4
COc1ccc(-c2csc3nc(C)n(-n4cccc4)c(=O)c23)cc1OC | -1 | -0.8 | -9 | 8 | -4 | -1 | -1.0 | 11 | -6
Cc1ccc(-c2csc3nnc(SCC(=O)NCc4ccco4)n23)cc1 | 3 | -1.4 | -7 | -10 | 6 | -4 | 0.3 | -4 | -3
Cc1nn(CC(=O)Nc2ccccc2)c(=O)c2ccccc12 | 18 | -0.5 | -16 | 6 | -12 | 14 | -0.6 | 7 | -23
COc1cc2nc(C3CCC3)n(NC(=O)C(OC(C)=O)c3ccccc3)c(=O)c2cc1OC (centres undefined) | 5 | -0.5 | -6 | 6 | -2 | -2 | -1.1 | -19 | 6
COc1ccc(CCNC(=O)C(C)OC(=O)c2ccco2)cc1OC (centres undefined) | -3 | . | 9 | -1 | 6 | -4 | -0.7 | -12 | .
COc1cccc(-c2nnc3sc(-c4ccco4)nn23)c1 | . | -1.8 | 34 | 8 | 50* | . | -0.9 | 13 | 3

Profiles, looked up by structure. Order of values: AP ELISA ortho | S1P3 agonist | RORA act | HTR1E antagonist | SF1 activator | 5HT1a antag | HTR1E agonist | Ecoli tolC | S1P1 ag-PAM
Profile of COc1cccc(-c2nnc3sc(-c4ccco4)nn23)c1 → . | -1.8 | 34 | 8 | 50* | . | -0.9 | 13 | 3
Profile of Cc1ccc(-c2csc3nnc(SCC(=O)NCc4ccco4)n23)cc1 → 3 | -1.4 | -7 | -10 | 6 | -4 | 0.3 | -4 | -3
Profile of COc1ccccc1-c1noc(-c2cc(OC)c(OC)c(OC)c2)n1 → 18 | -0.1 | 34 | 16 | -3 | 5 | 0.6 | 2 | -50
Profile of Cc1nn(CC(=O)Nc2ccccc2)c(=O)c2ccccc12 → 18 | -0.5 | -16 | 6 | -12 | 14 | -0.6 | 7 | -23
Profile of O=C(CSc1nnc(-c2ccncc2)n1CC1CCCO1)NCc1ccccc1 (centres undefined) → -20 | -1.1 | 17 | 12 | 3 | 13 | -0.3 | -7 | 9

Already shown: an excerpt of the list.
SMILES | AP ELISA ortho | S1P3 agonist | RORA act | HTR1E antagonist | SF1 activator | 5HT1a antag | HTR1E agonist | Ecoli tolC | S1P1 ag-PAM
COc1ccccc1-c1noc(-c2cc(OC)c(OC)c(OC)c2)n1 | 18 | -0.1 | 34 | 16 | -3 | 5 | 0.6 | 2 | -50
O=C(CSc1nnc(-c2ccncc2)n1CC1CCCO1)NCc1ccccc1 (centres undefined) | -20 | -1.1 | 17 | 12 | 3 | 13 | -0.3 | -7 | 9

Next part
SMILES | AP ELISA ortho | S1P3 agonist | RORA act | HTR1E antagonist | SF1 activator | 5HT1a antag | HTR1E agonist | Ecoli tolC | S1P1 ag-PAM
O=C(c1ccco1)N1CCN(S(=O)(=O)Cc2ccc(Cl)cc2)CC1 | 13 | -0.9 | 0 | -7 | -2 | -1 | -0.5 | 10 | 0
COC(=O)c1ccccc1NC(=O)CSc1ccccc1 | -1 | -0.7 | 7 | -2 | 0 | 3 | -0.6 | -1 | -25
CCC(C)N(CCNC(=O)CC1Oc2ccc(C)cc2NC1=O)C1CCCCC1 (centres undefined) | 18 | -0.6 | -7 | 5 | -4 | 16 | 1.6 | -9 | 11
Cc1cc(Nc2nc3c(c(=O)n(C)c(=O)n3C)n2C)n(-c2ccc(Cl)cc2)n1 | 14 | . | -24 | 10 | 2 | -20 | 0.2 | -6 | .
CCCCn1c(=O)[nH]c2ccccc21 | 23 | -0.8 | -12 | 15 | -13 | 10 | -0.1 | 2 | -1
CCOc1ccc(OCC)c(NC(=O)CSc2nc3c(c(=O)n(C)c(=O)n3C)n2C)c1 | 10 | 0.4 | 4 | -9 | 6 | -8 | -0.2 | 2 | -18
CCN(CC)CC(C)CNC(=O)CC(C(=O)N1CCc2ccccc21)n1ccnc1 (centres undefined) | 3 | 0.3 | -17 | -1 | -17 | 10 | -0.3 | -22 | -2
CCCOC(=O)C1C2C=CC3(CN(c4cccc(Cl)c4)C(=O)C13)O2 (centres undefined) | 6 | -1.3 | 3 | 13 | -4 | 16 | -0.5 | 0 | -13
O=C(NCc1ccco1)C1Cc2ccccc2CN1S(=O)(=O)c1ccccc1F (centres undefined) | 14 | 0.7 | 11 | -1 | 8 | 9 | -0.5 | 12 | 20
Cc1ccc(NC(=O)N2CCC(C(N)=O)CC2)cc1 | 25 | -1.1 | -23 | 8 | -5 | -5 | -0.3 | -7 | -3
CCNC(=O)N1C(=O)C2(OCCO2)c2cc(Br)ccc21 | 22 | 0.2 | -12 | 5 | -17 | -19 | 2.6 | -17 | 0
CCn1c(C)nc2cc(C(=O)n3cc(C(=O)c4cc(F)ccc4O)cn3)ccc21 | 3 | -0.1 | 0 | -5 | -1 | 4 | -0.1 | -2 | 4
CCCN1C(=O)c2cc(C(=O)NCc3cccs3)ccc2C1O (centres undefined) | -7 | -0.7 | 12 | -3 | 10 | -4 | -0.9 | -1 | -5
Cc1cc(C)n2c(SCC#N)nnc2n1 | 14 | 0.1 | -22 | 8 | 1 | -9 | -0.8 | -18 | -20
CS(=O)(=O)c1sc2nc(-c3cccs3)cc(-c3ccccc3)c2c1N | -1 | -0.2 | -3 | 9 | 4 | 21 | 0.3 | 17 | 40
COc1ccccc1C(=O)NC(CCSC)C(=O)NCC(c1ccco1)N(C)C (centres undefined) | 2 | . | -22 | -2 | -2 | 7 | 0.4 | 1 | .
O=C(CSc1nc(-c2ccccc2)cc(=O)[nH]1)N1CCc2ccccc21 | 10 | -0.9 | -5 | 1 | -1 | -6 | 1.0 | 1 | .
CC(C)c1nnc(NC(=O)CCC(=O)Nc2ccc(F)cc2)s1 | 1 | -0.8 | -15 | -12 | -9 | -1 | -0.6 | -8 | -7
CC1CCC(C(=O)NC(C(=O)NCCN2CCC(C)CC2)C(C)C)CC1 (centres undefined) | 13 | -0.6 | -9 | -5 | 14 | 4 | 0.0 | -15 | 12
COc1ccc(OC)c(-c2nnc(SCC(=O)N3CCCc4ccccc43)o2)c1 | 16 | -0.6 | -14 | 16 | -18 | -10 | 0.8 | 24 | -36
CCCNC(=O)C1CCN(c2nc(C)cc(C)n2)CC1 | -12 | -0.8 | -2 | 4 | 13 | 6 | -1.4 | -15 | -5
CC(C)Cn1c(SCc2nnc(-c3cccs3)o2)nc(O)cc1=O | 3 | 1.2 | -11 | -2 | 6 | 1 | 0.4 | 10 | 16
CCOC(=O)Cc1nn(C)c(=O)c2ccccc12 | -5 | -0.5 | -6 | 18 | -10 | -4 | 2.7 | -7 | 13
O=C(O)C1(NS(=O)(=O)c2ccc(F)c(Cl)c2)CCCCC1 | 22 | 0.6 | -3 | -5 | 7 | -9 | 0.3 | 4 | 6
NC(=O)C1CCN(CC(=O)c2c[nH]c3ccc(F)cc23)CC1 | 16 | -0.9 | -15 | 1 | -17 | -1 | -0.7 | -21 | -3
CCCc1n[nH]c2c1C(=O)CC(C)(C)C2 | 17 | -0.6 | 0 | -4 | 2 | -2 | 0.2 | -3 | .
COC(=O)c1sc(NC(=O)c2ccc(OC)cc2OC)nc1C | 21 | -0.7 | -38 | -8 | -58 | 1 | 0.2 | -4 | 108*
Cc1cc(C)c(S(=O)(=O)N(C)CC(=O)NC2CCCC2)c(C)c1 | 5 | -0.9 | -10 | 8 | 13 | 2 | -0.6 | -3 | -2
